Screening results from PubChem.
tim23-1 inh – growth inhibitors of tim23-1 mutant yeast, primary screen, luminescence, uHTS. S. cerevisiae tim23-1 growth, BacTiter-Glo luminescence, 24 h. inhibition, % at 20 µM. 330,000 tested, 1.3% active;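 active = growth inhibition of the mutant yeast at or above 50%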;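 also: temperature-sensitive mutant grown at 25 °C; plate controls were DMSO-treated mutant yeast for no effect and medium wells lacking yeast for full effect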
UPR XBP1 act – activators of adaptive XBP1 UPR arm, primary screen, cell-based, CHO-XBP1 luciferase reporter, luminescence, uHTS | 330,000 tested, 0.33% active | activation, % at 20 µM | IRE1-XBP1 UPR activation; percent of tunicamycin response, DMSO as zero;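 active = versus positive control, 20 µM dose yields 30% or more activation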;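 also: 100% = tunicamycin at 10 µg/mL and 0% = DMSO only wells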
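Material – CHO cell line with stable XBP1 luciferase reporter · Buffer or medium – F12 plus 10% FBS · Compound – single point, 20 µM final compound, 1% DMSO · Schedule – 16-18 h cell attachment at 37 °C, then 6 h compound exposure · Signal – Steady-Glo luminescence read · Benchmarks – high control tunicamycin 10 µg/mL final, low control DMSO vehicle only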
EBI2 block – EBI2 receptor antagonists, beta-arrestin recruitment, primary screen, cell-based, luminescence, 7a,25-OHC stimulation, uHTS; G-protein coupled receptor 183 (Homo sapiens), P32249; 7a,25-OHC stimulated; inhibition, % at 5 µM; 360,000 tested, 0.81% active; AID 651636, 2012; in the data active = inhibition above about 38%;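 also: enzyme fragment complementation signal reports receptor beta-arrestin coupling in cells; 0% = agonist plus DMSO wells and 100% = wells without agonist; some results beyond the cut were filed as inactive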
Mdm2-MdmX inh – inhibitors of human Mdm2-MdmX association, primary screen, cell-based, luminescence, split luciferase, SaOS-2, uHTS; Protein Mdm4 (Homo sapiens) + E3 ubiquitin-protein ligase Mdm2 (Homo sapiens), …; SaOS-2 split-luciferase Mdm2/MdmX complementation; 330,000 tested, 3% active; inhibition, % at 8 µM;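 active = inhibition of at least 50% at 8 µM in the primary screen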
CXCR6 block – CXCR6 receptor inhibitors, primary screen, cell-based, beta-arrestin, luminescence, CHO-K1 PathHunter, 1536-well | inhibition, % at 20 µM | 360,000 tested, 0.36% active | AID 602244, 2012; in the data active = inhibition above about 34%, passing the limit was not always enough;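 also: antagonist mode with CXCL16 agonist at 10 nM final; 0% = 10 nM CXCL16 with DMSO and 100% = unstimulated wells without agonist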
Target sequence (O00574 whole entry, looked up): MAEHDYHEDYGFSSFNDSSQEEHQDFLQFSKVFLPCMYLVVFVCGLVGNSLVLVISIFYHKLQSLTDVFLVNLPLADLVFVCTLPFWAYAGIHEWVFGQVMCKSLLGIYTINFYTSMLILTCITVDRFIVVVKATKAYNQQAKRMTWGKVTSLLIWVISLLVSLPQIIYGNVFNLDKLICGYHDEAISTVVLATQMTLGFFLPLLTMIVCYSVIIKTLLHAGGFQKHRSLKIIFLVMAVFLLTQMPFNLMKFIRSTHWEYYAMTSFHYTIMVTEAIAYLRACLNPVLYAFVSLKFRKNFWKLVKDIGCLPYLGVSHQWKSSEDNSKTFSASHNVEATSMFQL
APJ agonist – agonists of human apelin receptor APJ, primary screen, CHO-K1 cells, PathHunter beta-arrestin, luminescence. P35414. 330,000 tested, 0.11% active. 0% DMSO wells, 100% apelin. activation, % at 20 µM;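 active = activation more than six SD over the plate average, tested at 20 µM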;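 also: 0% = DMSO alone and 100% = apelin-13 at 10 nM; some results filed as inactive read as strong as hits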
Target sequence (P35414 whole entry, looked up): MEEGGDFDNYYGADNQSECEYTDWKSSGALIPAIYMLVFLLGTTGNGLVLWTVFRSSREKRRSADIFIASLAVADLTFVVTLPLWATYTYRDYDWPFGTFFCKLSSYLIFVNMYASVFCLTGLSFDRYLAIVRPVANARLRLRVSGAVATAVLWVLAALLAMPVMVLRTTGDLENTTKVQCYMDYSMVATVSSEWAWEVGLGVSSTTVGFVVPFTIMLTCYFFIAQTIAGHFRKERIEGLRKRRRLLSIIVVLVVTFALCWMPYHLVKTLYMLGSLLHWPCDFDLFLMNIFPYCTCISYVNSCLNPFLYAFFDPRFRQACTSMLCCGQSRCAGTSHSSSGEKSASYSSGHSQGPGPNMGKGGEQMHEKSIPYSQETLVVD
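Test system: CHO-K1 APJ beta-arrestin complementation cell line | Compound: Single test compound dose, 20 µM final, 1% DMSO | Incubation: Compound 90 min 25 °C, reagent 1 h | Measured by: beta-gal luminescence | Read-out basis: APJ–arrestin association signal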
APJ antagonist – antagonists of human apelin receptor APJ, primary screen, CHO-K1 cells, beta-arrestin complementation, luminescence; P35414; inhibition, % at 20 µM; 330,000 tested, 0.32% active; AID 2521, 2010;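 active = inhibition above about 40% at 20 µM, limit read from the data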;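 also: cells challenged with 10 nM apelin-13 agonist together with compound; plate controls were apelin-13 plus DMSO wells for no effect and DMSO wells lacking apelin-13 for full effect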
CCR6 antag – CCR6 receptor antagonists, primary screen, cell-based, CHO-K1, luminescence, beta-arrestin, uHTS; CHO-K1 CCR6 PathHunter beta-arrestin, CCL20-stimulated; 340,000 tested, 0.49% active; inhibition, % at 20 µM;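 active = compounds whose inhibition of the agonist-driven luminescence signal at 20 µM reaches about 50%, limit read from the data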;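 also: cells stimulated with CCL20 at 14 nM final; plate controls were DMSO with CCL20 for no effect and DMSO without agonist for full effect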
CHOP UPR activ – activators of apoptotic CHOP UPR arm, primary screen, cell-based, CHO-CHOP luciferase reporter, luminescence, uHTS; UPR activation; percent of tunicamycin response over DMSO baseline; activation, % at 10 µM; 330,000 tested, 0.34% active; AID 449763, 2010;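 active = at 10 µM dose, activation of 40% or more, normalized to positive control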;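 also: 100% = tunicamycin at 10 µg/mL and 0% = DMSO alone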
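System: CHO-CHOP luciferase reporter cell line; amount: 500 cells/well; buffer or medium: F12 medium containing 10% fetal bovine serum; incubation: 6 h compound exposure at 37 °C after overnight seeding; measured by: luciferase luminescence after 10 min with Steady-Glo reagent; evaluation: % reporter activation, DMSO baseline versus tunicamycin full activation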
Numbers without * were called inactive; . = no result given. These rows are one share of the data. The share of hits here may be higher or lower than overall.

Results follow in this order: tim23-1 inh, UPR XBP1 act, EBI2 block, Mdm2-MdmX inh, CXCR6 block, APJ agonist, APJ antagonist, CCR6 antag, CHOP UPR activ
#1 COc1ccc(S(=O)(=O)N2CN3CCN(C3)C2)cc1
    -3, -7, 2, -22, -4, 1, 2, 0, -0.8
#2 CCCCCCCNC(=O)C1(CC2CC(c3cccc(Br)c3)=NO2)CCNCC1 (stereo unspecified)
    20, 14, -5, 100*, 5, 12, 24, 44, 7.5
#3 COc1ccc(NC(=O)Cn2c(=O)oc3cc(S(=O)(=O)N4CCCC4)ccc32)cc1
    4, -3, 1, 12, -4, -3, -14, -19, 0.7
#4 Cc1nn(CC(=O)N2c3ccccc3NC(=O)C2(C)C)c(C)c1[N+](=O)[O-]
    8, -2, -9, 0, 8, 1, -6, 16, 1.9
#5 COc1ccc(-c2oc3ccc(N4CCOCC4)cc3c2C#CCO)cc1
    3, 0, 11, 9, -15, 23, -21, -11, -2.9
#6 COc1ccc(CCNC(=S)Nc2ccccc2C)cc1
    29, -3, -5, 14, 2, -3, -7, 11, 0.6
#7 CC1CCCCC1NC(=O)c1ccc(NC2=NC3CS(=O)(=O)CC3S2)cc1 (stereo unspecified)
    11, -2, 2, 16, -5, -3, -21, -14, 1.9
#8 CCOC(=O)N1CCC(n2c(=S)[nH]c3ccccc3c2=O)CC1
    26, 0, -7, 15, -8, -4, 11, -18, 1.6
#9 Cc1nnc(SCC(=O)Nc2ccc(OC(F)F)c(Cl)c2)n(N)c1=O
    -10, 2, 5, -11, -7, -5, -8, 4, 0.8
#10 CCCOc1ccccc1C1CC(=O)Nc2cc3c(cc21)OCO3 (stereo unspecified)
    35, 1, 10, 56*, 4, -1, 3, -1, -2.8
#11 O=C(N/N=C/c1cccnc1)/C(=C\c1cccs1)NC(=O)c1ccccc1
    11, -1, -8, 26, -9, 3, 1, 4, -2.5
#12 O=C(Nc1ccc(F)c(Cl)c1)c1ccc2c(=O)n3c(nc2c1)CCCCC3
    42, 4, 5, -34, -18, 4, -6, 11, 2.7
#13 Cc1ccc(-n2c(=O)c3c4c(sc3n3c(C)nnc23)COC(C(C)C)C4)cc1 (stereo unspecified)
    7, 1, -14, 46, 7, -4, 6, -6, 0.9
#14 Cc1cccc(NC(=O)CCN2C(=O)c3ccccc3S2(=O)=O)c1C
    -5, 0, -7, 13, -6, -2, 4, 4, -0.7
#15 N#CC1(C#N)[C@@H](C(=O)C23CC4CC(CC(C4)C2)C3)C12CCOCC2
    31, 1, -18, 23, -1, -2, 7, 10, -1.4
#16 COc1cc(N=Cc2c(O)c3ccccc3oc2=O)c(OC)cc1Cl
    11, -1, 1, 21, -9, -2, -4, 3, 3.5
#17 Cc1cccnc1NC(=O)c1ccc([N+](=O)[O-])o1
    27, -1, -4, 0, -4, 4, -39, 0, 1.0
#18 COc1ccc(Cn2nnnc2C(c2cc3cc(C)cc(C)c3[nH]c2=O)N2CCOCC2)cc1 (stereo unspecified)
    6, -3, -14, 7, 4, -3, 2, -17, -1.7
#19 COc1ccc(NC(=O)Cc2c(O)c3ccccc3[nH]c2=O)cc1
    -11, 0, -1, 14, -3, -2, -14, 10, -2.7
#20 COc1ccc(/C=C(\NC(=O)c2ccccc2)C(=O)NC2CCS(=O)(=O)C2)cc1 (stereo unspecified)
    9, -1, 2, -4, -1, -2, -12, 0, -0.2
#21 O=C(NCC1CCCO1)C(c1ccccn1)N(Cc1ccccc1Cl)C(=O)CN1C(=O)c2ccccc2S1(=O)=O (stereo unspecified)
    -3, -1, 11, -23, 1, -2, 11, 6, 0.5
#22 COC(=O)C1(C(=O)OC)NOC2C(=O)N(c3ccc(Cl)cc3Cl)C(=O)C21 (stereo unspecified)
    5, -1, -19, -27, -1, -3, -11, -12, 3.2
#23 CCN(CC)S(=O)(=O)c1ccc(-c2cc(C(=O)OC)sc2C(F)(F)F)cc1
    6, 0, 9, -1, 0, -4, -13, 15, -1.6
#24 CCOC(=O)/C(C#N)=N/Nc1c(S(=O)(=O)Cc2ccco2)csc1C(=O)OC
    22, -5, 9, -11, 6, 0, -6, 26, 0.1
#25 Cc1ccc(-c2cn(CCN)c(-c3ccc(Cl)nc3)n2)cc1
    6, -2, -2, 5, -3, -5, 7, 3, 0.2
#26 O=C(NCCCNC(=O)c1ccco1)c1cccc(F)c1
    0, 0, -6, 19, 0, -4, 2, 12, -2.2
#27 Cc1ccc(/C=C/C(=O)N2CCc3ccccc3C2)cc1
    47, 2, 40, -47, 0, -2, -3, 6, 3.3
#28 CCCC(=O)NC(c1ccc(OC)c(OC)c1)c1cc(Cl)c2cccnc2c1O (stereo unspecified)
    8, 2, 6, 73*, 6, -3, -52, 15, -0.6
#29 O=C(NCc1ccco1)C(NS(=O)(=O)c1cccc2nsnc12)c1ccccc1 (stereo unspecified)
    17, -1, -5, 6, 2, 3, 6, 2, 2.6
#30 CCCNC(=O)c1nn2c(C(F)(F)F)cc(-c3ccccc3)nc2c1Br
    15, -2, 6, 31, 7, -4, 12, 9, -2.5

Just APJ antagonist and UPR XBP1 act, for five of the compounds above:
cpd | SMILES | APJ antagonist | UPR XBP1 act
1 | COc1ccc(S(=O)(=O)N2CN3CCN(C3)C2)cc1 | 2 | -7
2 | CCCCCCCNC(=O)C1(CC2CC(c3cccc(Br)c3)=NO2)CCNCC1 (stereo unspecified) | 24 | 14
3 | COc1ccc(NC(=O)Cn2c(=O)oc3cc(S(=O)(=O)N4CCCC4)ccc32)cc1 | -14 | -3
4 | Cc1nn(CC(=O)N2c3ccccc3NC(=O)C2(C)C)c(C)c1[N+](=O)[O-] | -6 | -2
5 | COc1ccc(-c2oc3ccc(N4CCOCC4)cc3c2C#CCO)cc1 | -21 | 0

The listing picks up, starting 2 compounds before the break.
Results follow in this order: tim23-1 inh, UPR XBP1 act, EBI2 block, Mdm2-MdmX inh, CXCR6 block, APJ agonist, APJ antagonist, CCR6 antag, CHOP UPR activ
#29 O=C(NCc1ccco1)C(NS(=O)(=O)c1cccc2nsnc12)c1ccccc1 (stereo unspecified)
    17, -1, -5, 6, 2, 3, 6, 2, 2.6
#30 CCCNC(=O)c1nn2c(C(F)(F)F)cc(-c3ccccc3)nc2c1Br
    15, -2, 6, 31, 7, -4, 12, 9, -2.5
#31 CCN1CCN(c2ccc(NC(=O)c3ccccc3F)cc2Cl)CC1
    -23, 1, 4, -24, 5, 0, -26, 2, 1.5
#32 Cc1cc(C)c2c(N)c(C(=O)NN3CC(=O)N(c4cccc(Cl)c4)CC3=O)sc2n1
    -13, -5, -3, 8, -1, 1, 17, 6, 1.8
#33 Cc1c([N+](=O)[O-])cnc(Sc2ccccc2)c1[N+](=O)[O-]
    75*, 7, -40, -4, 12, 6, -20, 11, 9.2
#34 O=C(Nc1ccc(S(=O)(=O)Nc2cnc3ccccc3n2)cc1)c1ccc(F)cc1
    18, -5, -6, 0, 1, 1, 15, -3, 0.7
#35 O=c1[nH]c(=O)n(C2CCCO2)cc1F (stereo unspecified)
    12, -2, 1, -6, -2, 8, -6, -5, 1.4
#36 COc1c(C(=O)Nc2nccs2)ccc2ccccc12
    48, 10, 14, -80, 7, -3, -29, 0, 4.1
#37 C[C@]12c3[nH]c4ccc(Cl)cc4c3CCN1C(=O)[C@@H](CC(=O)NCCN1CCOCC1)C[C@@H]2C(=O)N1CCCCC1
    12, 0, -16, 7, 1, ., ., 6, 0.2
#38 O=C(NCCN1CCOCC1)c1ccc2c(c1)ncn2C1CCCCC1
    7, 2, -1, -5, 1, -1, -36, -20, -2.0
#39 C/C=C/C=C/C(=O)OC(C)C(=O)Nc1cc([N+](=O)[O-])ccc1OC (stereo unspecified)
    4, 0, 14, 5, 4, -3, 3, 8, 0.0
#40 O=C(COc1c(Br)cc(Br)c2cccnc12)N1CCc2ccccc2C1
    51*, 2, 4, 13, -3, 3, -17, 10, -1.5
#41 CCOc1cc(N2CCOCC2)c(OCC)cc1NC(=O)CN1CCCC1
    5, -2, -6, -5, -3, 2, -3, 4, -1.1
#42 Cc1ccc(OCC(=O)N2CCCCC2)c(Br)c1
    7, 5, 9, -22, 8, -6, 13, 4, 4.5
#43 COc1ccc(NC(=O)COC(=O)c2ccc(NS(=O)(=O)/C=C/c3ccccc3)cc2)cc1
    5, -2, 8, -8, 2, 0, 2, 21, -0.3
#44 CC(C)(C)C(=O)Nc1cc2c3c(c1)CCC(=O)N3CCC2
    1, -1, -3, -7, -1, 0, 19, 2, 0.1
#45 S=C(Nc1ccccc1Cl)NC1CCC(NC(=S)Nc2ccccc2Cl)CC1 (stereo unspecified)
    -6, 1, 5, 45, -7, 0, -28, -6, 0.5
#46 CC[C@]12c3[nH]c4ccc(OC)cc4c3CCN1C(=O)C(CC(=O)NCCN1CCOCC1)C[C@@H]2C(=O)N1CCN(C(=O)C2CC2)CC1 (stereo partly specified)
    26, 1, -8, 8, -5, ., ., -7, 1.7
#47 Cc1ccsc1CN(C)C(=O)c1cc(S(=O)(=O)N2CCOCC2)ccc1N1CCCC1
    16, 0, 0, -26, -2, -4, 11, 11, 1.3
#48 Nn1c(Cc2cccc3ccccc23)n[nH]c1=S
    18, 7, -2, 0, -10, -3, 3, 4, -2.7
#49 COc1ccccc1N1CCN(C(=O)Nc2ccc(F)c(Cl)c2)CC1
    30, 0, 13, -1, -5, -5, -13, 7, 3.2
#50 COc1ccc(NC(=S)Nc2cccc3cnccc23)cc1
    2, -3, 38, 15, -5, 1, -34, 12, 1.0
#51 O=C(O)c1ccc(CS(=O)c2cccc(C(F)(F)F)c2)o1 (stereo unspecified)
    7, -2, -15, -8, 4, -3, 9, 6, 1.1
#52 CCCSc1nnc(NC(=O)Cc2ccc(OC)c(OC)c2)s1
    -6, -1, 1, -13, -1, -3, -17, 3, 1.2
